# Compound activity as filed in PubChem BioAssay.
# HIV Rev-RRE inh – HIV Rev-RRE protein-RNA interaction inhibition | inhibition, % at 8 µM | hit rate 0.79% among 97,000 | P05866 | Rev peptide-RRE RNA binding, FRET | AID 704;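 active = inhibition above the screen-wide mean plus 3 SD, cut at about 35% in these data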;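 also: 0% = median DMSO wells and 100% = median Neomycin B control wells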
# Target sequence (P05866 whole entry, looked up): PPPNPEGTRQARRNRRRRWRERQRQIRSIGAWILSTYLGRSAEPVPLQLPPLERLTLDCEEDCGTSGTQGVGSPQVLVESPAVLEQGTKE
#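 Assay system: Rev peptide and RRE RNA, both fluorescently labelled; times: 5 min preincubation and 15 min binding, 25 °C; detection: FRET, ex 480 nm, em 540 and 671 nm; read-out basis: % inhibition from 671/540 nm acceptor-to-donor ratio, scaled between controls; benchmarks: DMSO low control, neomycin B high control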
# FAK blocker – FAK (human) kinase inhibition; Q05397; biochemical FAK kinase activity assay; inhibition, %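 (tested at 7 µM)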; hit rate 0.84% among 97,000; AID 727; in the data active = inhibition above about 19%;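 also: 0% = DMSO and 100% = reference compound high control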
# Target sequence (Q05397 whole entry, looked up): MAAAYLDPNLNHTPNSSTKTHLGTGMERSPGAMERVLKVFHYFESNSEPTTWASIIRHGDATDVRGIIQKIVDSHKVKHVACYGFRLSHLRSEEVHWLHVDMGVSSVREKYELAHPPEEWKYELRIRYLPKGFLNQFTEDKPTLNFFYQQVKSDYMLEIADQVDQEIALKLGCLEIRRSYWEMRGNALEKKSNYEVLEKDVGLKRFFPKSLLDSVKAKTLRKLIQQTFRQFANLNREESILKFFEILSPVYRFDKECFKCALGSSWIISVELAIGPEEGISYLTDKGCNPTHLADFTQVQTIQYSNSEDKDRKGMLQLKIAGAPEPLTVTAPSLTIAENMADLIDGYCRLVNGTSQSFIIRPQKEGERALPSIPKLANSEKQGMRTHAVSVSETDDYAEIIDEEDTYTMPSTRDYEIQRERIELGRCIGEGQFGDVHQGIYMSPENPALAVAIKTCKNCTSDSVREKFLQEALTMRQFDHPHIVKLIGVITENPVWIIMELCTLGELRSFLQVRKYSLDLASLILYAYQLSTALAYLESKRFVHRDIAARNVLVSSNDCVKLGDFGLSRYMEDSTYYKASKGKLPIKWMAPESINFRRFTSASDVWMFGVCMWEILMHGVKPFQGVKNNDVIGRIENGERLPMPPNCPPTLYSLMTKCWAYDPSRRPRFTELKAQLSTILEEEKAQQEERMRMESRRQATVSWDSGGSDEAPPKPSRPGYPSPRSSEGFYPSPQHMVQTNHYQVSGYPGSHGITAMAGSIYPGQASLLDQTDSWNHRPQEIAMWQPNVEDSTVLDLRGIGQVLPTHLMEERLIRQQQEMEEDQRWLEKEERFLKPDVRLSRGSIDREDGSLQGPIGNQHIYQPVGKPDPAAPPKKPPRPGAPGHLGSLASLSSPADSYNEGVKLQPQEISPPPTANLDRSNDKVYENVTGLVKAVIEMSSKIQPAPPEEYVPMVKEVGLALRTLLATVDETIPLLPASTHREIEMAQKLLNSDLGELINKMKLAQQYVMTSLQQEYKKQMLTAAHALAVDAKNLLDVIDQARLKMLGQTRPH
# Plk1 PBD FP – blocks phosphopeptide binding to human Plk1 polo box domain; P53350; Plk1 PBD phosphopeptide binding, fluorescence polarization; inhibition, %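 (tested at about 20 µM)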; hit rate 0.13% among 97,000; in the data active = inhibition above about 34%, passing the limit was not always enough
# ERb SRC1 inh – blocks coactivator binding to human estrogen receptor beta; Q92731; TR-FRET ER-beta LBD / SRC1-Cy5 peptide binding; receptor agonist-loaded with 1 µM estradiol; inhibition, % at 25.6 µM; hit rate 1.3% among 86,000; AID 633;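 active = compounds whose percent inhibition of the receptor-coactivator binding signal exceeds about 50% in the single-dose screen, limit read from the data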;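 also: 0% = receptor plus peptide wells without compound and 100% = peptide-only wells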
# Mac1 fbg enh – increases human CD11b/CD18 adhesion to fibrinogen. hit rate 0.07% among 93,000. K562 CD11b/CD18 adhesion to fibrinogen, ATPlite luminescence. activation, % at 10 µM. AID 1499. P05107+P11215;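 active = 10 µM primary screen giving 50% or more activity, confirmed by 40% or more on retest at that dose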; also: strong numbers were not always called active
# ERa coact pot – enhances coactivator binding to human estrogen receptor alpha. P03372. TR-FRET ERalpha-LBD/SRC-Cy5 coactivator binding, 2 h; 100 = basal binding, no effect. coactivator binding (% of control), % at 25.6 µM. hit rate 1.3% among 86,000; in the data active = activity above about 200%;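 also: binding measured in presence of low estradiol as agonist stimulus; 0% = peptide alone without receptor and 100% = receptor with peptide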
# PLK1 kinase inh – PLK1 (human) kinase inhibition; recombinant PLK1 kinase, TR-FRET peptide phosphorylation; inhibition, % at 10 µM; hit rate 0.53% among 97,000; AID 619; P53350;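 active = inhibition of 50% or more in the single-concentration screen; inactive = inhibition below 50%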;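 also: 0% = DMSO max control and 100% = H-89 dihydrochloride min control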
# Mac1 fbg inh – blocks human CD11b/CD18 adhesion to fibrinogen. hit rate 0.54% among 93,000. inhibition, % at 10 µM. K562 CD11b/CD18 adhesion to fibrinogen, ATPlite luminescence; Mn2+ added to activate the integrin. P05107+P11215;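 active = primary inhibition of 50% or more at 10 µM, then 40% or more on retest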; also: some results filed as inactive read as strong as hits
# ERa SRC1 inh – ER-alpha (human) coactivator binding inhibition. TR-FRET ER-alpha LBD / SRC-1 peptide, estradiol-bound. AID 629. inhibition, % at 25.6 µM. hit rate 1.7% among 86,000. P03372; in the data active = inhibition above about 50%;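 also: 0% = receptor plus peptide control and 100% = peptide only without receptor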
# * hit, by the source's call; · = no result given; [ ] = remark or other dose.
SMILES,HIV Rev-RRE inh,FAK blocker,Plk1 PBD FP,ERb SRC1 inh,Mac1 fbg enh,ERa coact pot,PLK1 kinase inh,Mac1 fbg inh,ERa SRC1 inh
O=C(Oc1ccc(Cl)c2cccnc12)N1CCCCCC1,8,-1,-10,-18,·,105,-3,·,-20
O=C(Nc1ccccc1N1CCN(c2ccc(F)cc2)CC1)C12CC3CC(CC(C3)C1)C2,14,1,10,-6,·,104,-9,·,-2
CCc1ccc(N/C(SC)=C(/C#N)C(N)=O)cc1,8,18,-9,0,·,94,3,·,-5
COc1cc2nc(SCC(=O)NCCc3ccccc3)n(Cc3ccco3)c(=O)c2cc1OC,·,·,·,23[fluorescence artefact?],7,89[fluorescence artefact?],·,-25,20
CCCN(CCC)S(=O)(=O)c1ccc2c(c1)CCCN2C(C)=O,·,·,·,12,-4,87,·,-3,4
CC(=O)NC1=NC(=O)/C(=C/N2CCCCC2)S1,11,3,19,-10,0,130[fluorescence artefact?],-10,2,-21
COc1cc(C(=O)N(Cc2cccc(Cl)c2)C2CCS(=O)(=O)C2)cc(OC)c1OC (stereo not drawn),-1,1,-3,-3,3,102,-4,-1,14
COc1ccc(OC)c(N(CC(=O)N2CCCCC2)S(=O)(=O)c2ccc(OC)c(OC)c2)c1,1,-2,-4,-8,·,109,-13,·,-9
COc1cnc(-c2ccccc2)nc1Oc1ccccc1C,18,8,9,·,1,·,-13,22,·
C=CCC1c2cccc(C(=O)O)c2C(=O)N1c1ccc(Cl)cc1 (stereo not drawn),6,-3,17,-2,-2,100,-8,-17,7
CCN1C(=O)c2c(C)nc3ccccc3c2C1=O,3,2,13,·,3,·,-11,-7,·
Cc1cc(N2CCCC2)nc(SCC(=O)c2ccccc2)n1,11,-1,-13,-9,·,92[fluorescence artefact?],-15,·,-5
COc1ccc(CCC(C)NC2C3CC4CC(C3)CC2C4)cc1 (stereo not drawn),-2,-3,1,·,·,·,23,·,·
O=C(NCCN1CCCC1)c1ccc2c(c1)N(Cc1ccc(F)cc1)C(=O)c1ccccc1S2=O (stereo not drawn),·,·,·,11,33,111[fluorescence artefact?],·,-3,31
CCCC(C)C(=O)Nc1nc(C)c(-c2csc(Nc3cc(OC)ccc3OC)n2)s1 (stereo not drawn),-5,-1,-17,·,8,·,-9,-10,·
O=C(NCCCN1CCOCC1)c1ccc(S(=O)(=O)N2CCOCC2)cc1,·,·,·,1,-4,144,·,4,-17
CCc1ccc(N2CC(C(=O)Nc3cc(C)ccc3F)CC2=O)cc1 (stereo not drawn),12,0,-15,4,-4,117,-4,48,-2
Clc1ccc(-n2c(SC/C=C/c3ccccc3)nnc2-c2cccnc2)cc1,3,-2,-15,-13,-2,87[fluorescence artefact?],-7,3,-7
COCc1[nH]nc2c1C(c1c(F)cccc1Cl)C(C#N)=C(N)O2 (stereo not drawn),4,13,-5,3,-4,122,16,2,4
O=C(c1ccccc1)n1nnc2ccccc21,11,-2,-3,1,-4,101,-3,-6,0

# 5 of the entries above in order of the ERb SRC1 inh value, largest number first:
Structure	HIV Rev-RRE inh	FAK blocker	Plk1 PBD FP	ERb SRC1 inh	Mac1 fbg enh	ERa coact pot	PLK1 kinase inh	Mac1 fbg inh	ERa SRC1 inh
O=C(NCCN1CCCC1)c1ccc2c(c1)N(Cc1ccc(F)cc1)C(=O)c1ccccc1S2=O (stereo not drawn)	·	·	·	11	33	111[fluorescence artefact?]	·	-3	31
CCc1ccc(N/C(SC)=C(/C#N)C(N)=O)cc1	8	18	-9	0	·	94	3	·	-5
O=C(Nc1ccccc1N1CCN(c2ccc(F)cc2)CC1)C12CC3CC(CC(C3)C1)C2	14	1	10	-6	·	104	-9	·	-2
Clc1ccc(-n2c(SC/C=C/c3ccccc3)nnc2-c2cccnc2)cc1	3	-2	-15	-13	-2	87[fluorescence artefact?]	-7	3	-7
O=C(Oc1ccc(Cl)c2cccnc12)N1CCCCCC1	8	-1	-10	-18	·	105	-3	·	-20

# Other compounds follow.
SMILES,HIV Rev-RRE inh,FAK blocker,Plk1 PBD FP,ERb SRC1 inh,Mac1 fbg enh,ERa coact pot,PLK1 kinase inh,Mac1 fbg inh,ERa SRC1 inh
C=CCn1c(Cc2cccs2)nnc1SCC(=O)NCc1ccco1,5,-1,-9,0,-5,119[fluorescence artefact?],2,-6,36
Cn1cc(C(=O)NCN2CCCCC2)c2ccccc21,6,-1,1,18,-4,93,-12,2,-6[fluorescence artefact?]
CCN(CC)C(=O)CSc1nc(O)c(Cc2ccccc2)c(=O)n1-c1ccccc1,0,-8,6,0,·,89,1,·,-3
O=C(O)CCSCc1ccccc1F,·,·,·,3,0,122,·,10,2[fluorescence artefact?]
Oc1ccccc1/C=N/Nc1cccc2cccnc12,-2,3,-8,·,·,·,-1,·,·
O=C1OC(Nc2nc3ccccc3s2)c2ccccc21 (stereo not drawn),4,7,24,-23,0,103,-4,-12,-27
CCOC(=O)c1c(-c2ccccc2)oc2ccc(O)c(CN(C)C)c12,6,0,-2,-6,-4,87,-9,6,0
O=C(c1cccnc1)N1CCN(C(=O)c2cccs2)CC1,4,-2,-1,-3,19,107,-5,-18,-4
Cn1c(CCNC(=O)c2ccco2)nc2cc(NC(=O)C3CCCCC3)ccc21,4,-3,28,-6,·,123[fluorescence artefact?],-15,·,4
O=C(Nc1ccc2nc(-c3cccnc3)[nH]c2c1)c1ccco1,·,·,·,-4,-2,104,·,-1,-1
O=C1CC(N2CCN(c3ccccc3Cl)CC2)C(=O)N1c1ccccc1 (stereo not drawn),0,-1,9,2,-3,180,-13,-5,8
COc1cc(OC)cc(C(=O)Nc2cc(NC(=O)c3ccco3)ccc2OC)c1,3,1,0,-2,-3,100,-7,-8,-1
C=CCn1c(SCC(=O)N2CCCC2)nc2scc(-c3cccs3)c2c1=O,0,40*,-7,·,3,·,11,0,·
Oc1c(C(Nc2ccccn2)c2ccccn2)ccc2cccnc12 (stereo not drawn),·,·,·,17[fluorescence artefact?],-2,95,·,-5,-1[fluorescence artefact?]
Cc1ccc(S(=O)(=O)NCCSC(C)(C)C)cc1,9,-2,-16,7,5,107,-12,-13,-7
COc1ccc(C(C(=O)NC2CCCCC2)N(C(=O)Cc2c[nH]c3ccccc23)c2ccc(NC(C)=O)cc2)cc1OC (stereo not drawn),-4,0,-22,·,·,·,-9,·,·
O=C(CN1C(=O)COc2ccccc21)N1CCN(c2ccccc2F)CC1,·,·,·,4,3,113,·,-15,-9
CSc1cc(-c2ccc(Cl)cc2)c(C(=O)N2CCCC2)s1,11,-4,-16,·,5,·,-3,10,·
COc1ccc(CC(=O)NC(C)(C)CC(C)=O)cc1OC,8,4,4,-11,·,120,-4,·,-7
COc1cc(/C=C2\SC(c3ccc(C)cc3)=NC2=O)ccc1O,77*[fluorescence artefact?],2,-45,·,11,·,-2,29,·

# Record cards, as listed above:
# Results for `COc1ccc(C(C(=O)NC2CCCCC2)N(C(=O)Cc2c[nH]c3ccccc23)c2ccc(NC(C)=O)cc2)cc1OC` (stereo not drawn) : HIV Rev-RRE inh = -4; FAK blocker = 0; Plk1 PBD FP = -22; ERb SRC1 inh = ·; Mac1 fbg enh = ·; ERa coact pot = ·; PLK1 kinase inh = -9; Mac1 fbg inh = ·; ERa SRC1 inh = ·
# Results for `COc1cc(OC)cc(C(=O)Nc2cc(NC(=O)c3ccco3)ccc2OC)c1` : HIV Rev-RRE inh = 3; FAK blocker = 1; Plk1 PBD FP = 0; ERb SRC1 inh = -2; Mac1 fbg enh = -3; ERa coact pot = 100; PLK1 kinase inh = -7; Mac1 fbg inh = -8; ERa SRC1 inh = -1
# Results for `Cc1ccc(S(=O)(=O)NCCSC(C)(C)C)cc1` : HIV Rev-RRE inh = 9; FAK blocker = -2; Plk1 PBD FP = -16; ERb SRC1 inh = 7; Mac1 fbg enh = 5; ERa coact pot = 107; PLK1 kinase inh = -12; Mac1 fbg inh = -13; ERa SRC1 inh = -7

# Further structures follow:
SMILES,HIV Rev-RRE inh,FAK blocker,Plk1 PBD FP,ERb SRC1 inh,Mac1 fbg enh,ERa coact pot,PLK1 kinase inh,Mac1 fbg inh,ERa SRC1 inh
C1CNCCOCCNCCN1,1,-6,-44,-3[fluorescence artefact?],·,104,-4,·,4[fluorescence artefact?]
Cc1cccc(N2C(=O)CC(N(C(=O)c3ccco3)c3cccc(C)c3)C2=O)c1 (stereo not drawn),1,2,9,-17,·,117,-13,·,-12
O=S(=O)(c1cc(Cl)cc(Cl)c1)N1CCCC1c1nc2ccccc2s1 (stereo not drawn),15,0,2,·,·,·,-13,·,·
CSc1nnc(-c2ccncc2)n1CCCN1CCCC1=O,5,1,12,2,-1,102,2,-12,-4
Cc1ccc(S(=O)(=O)n2nc(-c3ccc(Cl)cc3)nc2NCc2ccco2)cc1,10,-2,5,-1,-3,117,-6,-32,12
Cc1oc(/N=C/c2cccc3ccccc23)c(C#N)c1C,·,·,·,1,-3,96[fluorescence artefact?],·,-14,6
COc1ccc(C(=O)N2CC3(CC(c4cccc([N+](=O)[O-])c4)=NO3)C[C@H]2C(=O)NCC(N)=O)cc1 (stereo partly drawn),1,4,9,·,·,·,-13,·,·
N#C/C(=C\c1ccc(OCc2ccccc2)cc1)C(=O)Nc1nc2c(s1)CCN(Cc1ccccc1)C2,14,4,14,0,67,85,-15,3,34
Cc1cc2ccccc2n1CCNC(=O)C1CCCCC1,8,8,1,-4[fluorescence artefact?],8,92[fluorescence artefact?],-5,16,7[fluorescence artefact?]
CC(C)C(=O)Nc1c(C(=O)c2ccc(F)cc2)oc2ccccc12,11,2,7,-5,-1,112,-26,-18,-8
CC(C)C(=O)Nc1cccc(S(=O)(=O)c2cccc(NC(=O)C(C)C)c2)c1,0,1,7,-1,·,109,0,·,-14
COc1ccc(C(C(=O)NC2CCCC2)N(CCN2CCOCC2)C(=O)c2ccc(OC)c(OC)c2)cc1 (stereo not drawn),0,-1,-21,0,-4,114,-4,2,0
COC(=O)C1CCN(C(=O)c2c(-c3ccccc3Cl)noc2C)CC1,1,0,-20,-1,4,96,-11,-5,-7
CCC(c1nnnn1C(C)(C)CC)N(CCCO)Cc1cc2cc(C)cc(C)c2[nH]c1=O (stereo not drawn),·,·,·,9,-1,114,·,0,-1
COc1ccc(N2C(=O)C(Cl)=C(N3CCCC(C)C3)C2=O)cc1 (stereo not drawn),9,7,-26,-10,-5,112,-9,0,1
CCn1nnnc1SCC(=O)N1CCc2ccccc21,2,-1,-21,-17,·,105,-9,·,-8
CCCc1cc(N2CCN(C(=O)c3ccco3)CC2)n2c(nc3ccccc32)c1C#N,13,-4,-3,-10,-2,94,3,-7,4
Cc1nn(CC(=O)Nc2ccc(Cl)cn2)c(C)c1[N+](=O)[O-],6,0,4,·,-4,·,-5,-38,·
COc1ccnc(Oc2ccc(C)cc2C)c1C#N,3,1,-25,·,-4,·,-5,11,·
COCCNc1nc2c(c(=O)n(C)c(=O)n2C)n1Cc1cccc(C(F)(F)F)c1,1,0,15,-15[fluorescence artefact?],·,92,5,·,-24[fluorescence artefact?]
COc1ccc(-c2cc(C(F)(F)F)nc(SCC(=O)Nc3cc(C)on3)n2)cc1,1,-2,8,-5,-5,152,-9,-3,-26
Cc1cc(C)nc(SCC(=O)N2CCCCC2)n1,12,0,22,-4[fluorescence artefact?],8,108,4,33,-3

# Among those listed so far, these contain a CF3 group.
SMILES,HIV Rev-RRE inh,FAK blocker,Plk1 PBD FP,ERb SRC1 inh,Mac1 fbg enh,ERa coact pot,PLK1 kinase inh,Mac1 fbg inh,ERa SRC1 inh
COCCNc1nc2c(c(=O)n(C)c(=O)n2C)n1Cc1cccc(C(F)(F)F)c1,1,0,15,-15[fluorescence artefact?],·,92,5,·,-24[fluorescence artefact?]
COc1ccc(-c2cc(C(F)(F)F)nc(SCC(=O)Nc3cc(C)on3)n2)cc1,1,-2,8,-5,-5,152,-9,-3,-26
